Screening data from PubChem.
AP ELISA ortho: alternative pathway complement inhibition, orthogonal assay; Human serum alternative complement pathway, LPS-coated ELISA, C3 deposition; tested in compound mixtures; inhibition, % at 5 µM; 62,000 compounds, 0.08% hits;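 active = inhibition above 30% in each of the two pooled mixtures holding the compound, so the lower value exceeds 30%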;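 also: 0% = serum in Mg-EGTA without compound and 100% = EDTA serum blank; some compounds past the cut are filed as inactive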
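Test system – human serum alternative complement pathway, C3 deposition on LPS-coated wells · Buffer or medium – diluted human serum in Mg2+-EGTA GVB++ · Compound dosing – 5 µM each compound, pools of ten, 50 µM per pool · Schedule – 1 h serum-compound exposure at 37 °C · Measured by – Anti-C3 ELISA, OD 450 nm · Read-out basis – percent inhibition of C3 deposition onto LPS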
MKP-1 inh: human dual specificity phosphatase 1 inhibition; P28562; recombinant MKP-1, OMFP hydrolysis fluorescence; inhibition, %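 (compounds tested at a single concentration somewhere between 10 and 100 µM)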; 65,000 compounds, 0.15% hits; AID 374;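 active = inhibition above about 50%, limit read from the data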;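 also: 0% = DMSO max control wells and 100% = wells with enzyme stopped by NaOH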
Target sequence (P28562 whole entry, looked up): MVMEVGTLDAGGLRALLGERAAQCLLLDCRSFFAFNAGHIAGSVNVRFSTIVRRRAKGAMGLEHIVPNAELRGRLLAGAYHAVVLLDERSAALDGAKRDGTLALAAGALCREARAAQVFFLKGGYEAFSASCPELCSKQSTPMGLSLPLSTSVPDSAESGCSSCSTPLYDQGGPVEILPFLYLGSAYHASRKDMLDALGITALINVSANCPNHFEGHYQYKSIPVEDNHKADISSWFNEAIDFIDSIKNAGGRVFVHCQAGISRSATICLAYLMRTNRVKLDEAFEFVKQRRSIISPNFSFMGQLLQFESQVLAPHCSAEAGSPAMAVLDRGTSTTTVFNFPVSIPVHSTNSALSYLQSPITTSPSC
FXIa inh mix: inhibitors of human coagulation factor XIa, pooled mixtures. 62,000 compounds, 0.19% hits. purified FXIa, fluorogenic substrate. inhibition, % at 5 µM;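 also: each value is inhibition by a whole ten-compound pool holding the compound; 0% = enzyme with no mixture and 100% = wells lacking enzyme; strong numbers were not always called active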
FXIIa mix inh: inhibitors of human coagulation factor XIIa, pooled mixtures | inhibition, % at 5 µM | 62,000 compounds, 0.2% hits | purified FXIIa, fluorogenic substrate | P00748;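 also: 0% = enzyme without compound and 100% = no enzyme blank; some results filed as inactive read as strong as hits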
Cdc25B block: human M-phase inducer phosphatase 2 inhibition. P30305. recombinant Cdc25B, OMFP fluorescence Ex485/Em525. inhibition, %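 (compounds tested at 10 µM final in the well)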. 65,000 compounds, 0.1% hits. AID 368; in the data active = inhibition above about 50%
Target sequence (P30305 whole entry, looked up): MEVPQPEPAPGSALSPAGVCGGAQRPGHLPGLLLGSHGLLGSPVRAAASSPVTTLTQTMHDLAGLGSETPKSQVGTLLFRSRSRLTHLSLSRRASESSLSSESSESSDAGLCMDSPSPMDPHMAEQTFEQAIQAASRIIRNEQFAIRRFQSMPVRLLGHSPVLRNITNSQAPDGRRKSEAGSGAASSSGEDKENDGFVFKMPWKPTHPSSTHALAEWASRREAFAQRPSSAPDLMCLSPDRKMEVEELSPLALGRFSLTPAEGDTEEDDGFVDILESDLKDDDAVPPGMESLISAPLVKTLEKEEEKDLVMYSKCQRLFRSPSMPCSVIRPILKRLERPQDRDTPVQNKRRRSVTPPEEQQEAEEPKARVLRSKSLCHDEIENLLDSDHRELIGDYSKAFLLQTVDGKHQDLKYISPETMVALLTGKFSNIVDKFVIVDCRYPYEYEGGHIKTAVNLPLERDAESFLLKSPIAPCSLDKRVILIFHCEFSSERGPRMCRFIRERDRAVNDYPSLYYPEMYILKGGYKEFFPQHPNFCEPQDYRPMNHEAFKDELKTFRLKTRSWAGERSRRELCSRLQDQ
Hsp90 inh: displaces geldanamycin probe from tumor Hsp90. P07900. NCI-N417 lysate Hsp90, Cy3B-geldanamycin FP displacement. inhibition, % at 30 µM. 64,000 compounds, 0.35% hits;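 active = inhibition above 50%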;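 also: 0% = tracer plus lysate wells and 100% = tracer alone without lysate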
MMP-13 inhibitor: inhibitors of human MMP13 | P45452 | MMP-13 fTHP FRET cleavage, Mca fluorescence | inhibition, % at 4 µM | 65,000 compounds, 0.07% hits;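 active = inhibition above the mean of compound-free control plate wells plus 3 SD, cut at about 14% in these data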;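 also: 0% = DMSO wells and 100% = wells with reference MMP-13 inhibitor after basal subtraction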
JNK3 blocker: JNK3 (human) kinase inhibition; P53779; purified JNK3 kinase activity, HTS; inhibition, % at 8 µM; 60,000 compounds, 0.61% hits; AID 746; in the data active = inhibition above about 17%;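 also: 0% = DMSO and 100% = reference inhibitor; many of its hits are not listed in these tables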
A340 absorber: compounds absorbing at 340 nm | compound absorbance at 340 nm, fold over control | fold change at 10 µM | 65,000 tested, under 10 active;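 active = at 10 µM dose, initial 340 nm absorbance at least 2 fold that of control wells; inactive = change under 2 fold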;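 also: initial absorbance extrapolated from kinetic A340 decline of NADH oxidation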
Numbers without * were called inactive; · = no result given. Rule as the data show it, unless noted: active = inhibition above about 20% (passing the limit was not always enough); inactive = the rest. Hits appear at their usual frequency. Share with any hit: about 1.5%.

Each structure is followed by: AP ELISA ortho, MKP-1 inh, FXIa inh mix, FXIIa mix inh, Cdc25B block, Hsp90 inh, MMP-13 inhibitor, JNK3 blocker, A340 absorber
1	O=S(=O)(Cc1ccc(Cl)cc1)N1CCN(Cc2ccccc2)CC1
    22, 0, 9, 6, -13, -1, -1, 3, 1
2	CCCCCCC1C(C#N)=C(N)OC2=C1C(=O)CC(C)(C)C2 (stereo not given)
    11, -2, 6, 5, 7, -2, -2, -6, 1
3	CCCn1c(=O)[nH]c(=O)c2c1nc(-c1ccc3c(c1)OCCO3)n2CCN1CCOCC1
    0, 24, -9, 2, -10, -2, -13, 1, 1
4	COc1ccc(N(C(=O)c2ccccc2OC)C2C=CS(=O)(=O)C2)c(OC)c1 (stereo not given)
    -8, 10, -1, 7, -15, -6, 2, 4, 1
5	Cc1cc(C(=O)N2CCc3ccccc32)c2ccccc2n1
    -1, -16, -6, -3, -7, -2, 6, 5, 1
6	COc1ccc(CCNC(=O)c2ccc3c(=O)n(Cc4ccco4)c(=S)[nH]c3c2)cc1OC
    -5, 6, 7, -2, -4, -4, -2, -4, 1
7	COc1ccc(N2CCN(c3oc(COc4ccc(Cl)cc4)nc3C#N)CC2)cc1
    ·, 5, ·, ·, 5, -2, -3, 11, 1
8	O=C(Nc1ccccc1)c1cccc(-c2nnc(-c3ccccc3)o2)c1
    1, 4, -1, 1, 1, -2, 4, 4, 1.1
9	O=C1c2ccccc2C(=O)C1c1ccncc1
    -6, 10, 8, 8, 0, 2, -2, 51*, 1.1
10	Oc1ccc(Nc2nc(NCC3CCCO3)c3ccccc3n2)cc1 (stereo not given)
    14, -3, 8, -14, 6, 5, -3, -5, 1.1
11	O=C(CCSc1nnc2ccccn12)Nc1ccc(F)cc1
    14, 4, -13, 9, -8, 1, -23, -3, 1.1
12	Cn1c(=O)n(C)c2cc(CN3C(=O)OC(C)(C)C3(C)O)ccc21 (stereo not given)
    10, -13, 3, -2, -6, 1, 3, 1, 1
13	COc1cccc(OCCCCSc2ncccn2)c1
    -15, 6, 6, -16, -16, -3, 3, -2, 1.1
14	COc1ccc(C2C(C(C)=O)=C(C)N=c3s/c(=C\c4ccco4)c(=O)n32)c(OC)c1 (stereo not given)
    23, 12, 12, 1, -9, -21, 6, -9, 1.1
15	Cc1ccc(C)c(-n2c(CNc3ccc(F)cc3)nnc2SCC(N)=O)c1
    16, 18, 5, 5, -18, 1, -4, 4, 1
16	O=C(CCNS(=O)(=O)c1cccc2nsnc12)N1CCN(c2ccccn2)CC1
    -11, 9, 0, 4, 2, 0, 0, ·, 1.1
17	CC(C)(O)C#Cc1ccc(C(=O)N2CCC(C(N)=O)(N3CCCCC3)CC2)cc1
    1, 4, 1, -19, -3, 2, -4, 13, 1
18	CC(C)(CO)NS(=O)(=O)c1ccc2c(c1)oc(=O)c1cc(S(=O)(=O)NC(C)(C)CO)ccc12
    12, 3, 7, 2, 6, -3, -8, -5, 1.1
19	O=C(Cn1nc(Cc2ccncc2)c2ccccc2c1=O)N1CCN(C(=O)c2ccco2)CC1
    -1, -10, -1, 11, 0, -2, -4, -2, 0.99
20	Cn1cccc1Cc1nnc(SCC(=O)NC2CCCCC2)n1CCc1ccccc1
    2, 7, 3, 5, -13, 0, 0, 3, 0.98
21	Fc1ccccc1N1CCN(C(c2ccccn2)c2nnnn2C2CCCCC2)CC1 (stereo not given)
    8, 2, -2, 3, -9, -6, -1, 5, 0.96
22	CN(C(=O)c1ccccc1Cl)C1CCCCC1
    0, 4, 4, -2, -9, -3, -1, 4, 1
23	Nc1ccc2oc(CCc3ccccc3)nc2c1
    14, -16, 39, 3, -4, 0, 1, -5, 0.97
24	CN1CCN(c2ccccc2NC(=O)Cc2cn(C)c3ccccc23)CC1
    11, 6, 1, -3, -14, -2, 4, 3, 1
25	O=C(NCCCn1ccnc1)c1noc2c1CCCC2
    9, -7, 4, -15, -7, -3, 5, 1, 0.98
26	O=C(COC(=O)Cc1cn2ccsc2n1)NCc1ccc2c(c1)OCO2
    -12, 11, 3, 10, 3, -2, -2, -1, 1
27	Cc1cc2c(=O)n(C)c(SCC(=O)c3cc4ccccc4o3)nc2s1
    3, 17, 7, -17, -4, -1, -1, -3, 1.1
28	Cn1cccc1C(=O)NC(=O)CSc1nc2ccccc2s1
    12, -11, 10, 10, -5, -3, 6, 4, 0.99
29	CCC(C)(C)n1nnnc1C(c1ccc(O)c(OC)c1)N1CCN(c2nc3ccccc3s2)CC1 (stereo not given)
    4, 19, 16, 9, -1, 5, 4, 8, 1
30	Cc1ccc(CNC(=O)Nc2cccs2)cc1
    9, 5, -11, 6, -3, -5, -3, ·, 1
31	O=C(NCCCN1CCOCC1)C(C(=O)c1ccccc1)n1ccccc1=O (stereo not given)
    12, 27, -3, 4, 3, 2, -6, -10, 1
32	Cc1ccc(OCc2nc(-c3ccccn3)no2)c(Br)c1
    1, 2, -1, 19, -15, -3, 4, -1, 1
33	COc1ccccc1N(CC(=O)NCCc1ccccc1)S(C)(=O)=O
    -4, 8, 12, 11, -7, 5, -3, 2, 1
34	Cc1ccc(NC(=O)C2CCCN(S(=O)(=O)c3cnc[nH]3)C2)cc1F (stereo not given)
    13, -7, 9, 1, 2, -1, 5, 3, 0.99
35	O=C(NCCCN1CCOCC1)C1CC(=O)N(CCc2ccccc2)C1 (stereo not given)
    9, 0, 0, 6, -15, -4, -2, 8, 0.99
36	Cc1c(-c2nc(N)nc(Nc3ccc(F)cc3)n2)oc2ccccc12
    4, 9, 10, -17, -4, -20, 0, 17, 1
37	COCc1nnc(NC(=O)CCc2ccccc2)s1
    2, -1, 4, 4, -13, 0, 7, -6, 1
38	CCOC(=O)CSc1nc(-c2ccc(OC)cc2)ns1
    0, -1, 7, -2, 4, -2, 3, 1, 1
39	Nc1ccccc1SCc1cn2cccnc2n1
    13, 1, 3, 3, -6, -1, 8, -6, 1
40	O=C(Nc1ccccc1N1CCCCC1)c1cccs1
    20, -7, 2, -2, -16, 0, 2, 1, 1.1
41	COc1cccc(C2CC(c3ccccc3)Nc3nc(N)nn32)c1 (stereo not given)
    3, 3, -8, 15, -9, -1, 3, 2, 1.1
42	CCCCCn1c(SCC(=O)OC)nc2c1c(=O)[nH]c(=O)n2C
    17, 2, 10, -45, -2, -1, -1, 5, 1
43	CN(C)Cc1nc2ccccc2c(=O)n1Cc1nc(C(C)(C)C)cs1
    -8, 22, -2, 6, -19, -1, 0, -3, 0.98
44	COc1ccccc1-n1nc(C(=O)Nc2ccc3c(c2)OCO3)c2ccccc2c1=O
    11, 1, 16, 10, -7, 1, 9, -3, 1
45	CCS(=O)(=O)N1Cc2ccccc2CC1C(=O)Nc1nc2ccccc2[nH]1 (stereo not given)
    0, -11, -16, 6, 3, 1, 0, 5, 0.98
46	CCC1(C)C2(C#N)C(N)=NC(OC)(OC)C12C#N (stereo not given)
    32*, 18, 3, -20, -4, ·, ·, ·, 1
47	O=C(Nc1ccc2nn(-c3ccccc3)nc2c1)c1ccc(Br)o1
    5, 14, 1, 9, -1, -6, -39, -6, 1
48	Cn1c(C(=O)OC(C(=O)NC2CCCC2)c2ccncc2)cc2sccc21 (stereo not given)
    8, -4, 4, 9, -14, 0, 0, 1, 0.98
49	C/C(N)=C(/C#N)C(=O)CSc1ccc2c(c1)OCCO2
    14, 6, 4, 12, -4, -3, -4, 5, 1
50	O=C(NCc1ccc2c(c1)OCO2)C1CCCN(S(=O)(=O)c2cccnc2)C1 (stereo not given)
    2, -5, -1, 6, -7, -3, -2, -5, 1

(more compounds)
Each structure is followed by: AP ELISA ortho, MKP-1 inh, FXIa inh mix, FXIIa mix inh, Cdc25B block, Hsp90 inh, MMP-13 inhibitor, JNK3 blocker, A340 absorber
51	CCn1c(=N)n(CCO)c2ccccc21
    -6, -9, 6, 3, 8, 1, 5, -3, 1
52	CCCC(=O)N(c1ccc2oc(=O)sc2c1)S(=O)(=O)c1ccccc1
    17, 6, 5, 15, 1, 9, -2, -5, 0.98
53	O=C(CCCNS(=O)(=O)c1cccc2nsnc12)NC1CCCCC1
    15, 9, 6, -22, 11, -3, 2, 5, 1
54	COCc1cc(C)nc(Nc2ccccc2C)c1C#N
    5, -2, 6, -2, -17, -5, 4, 1, 1.1
55	CCc1cc(C(=O)OC)c(NC(=O)c2cc(Br)cs2)s1
    4, 0, 9, -14, -3, 0, -9, -10, 1.1
56	CCOC(=O)C1(O)CSc2nc3sc(C(=O)O)c(C)c3c(=O)n21 (stereo not given)
    11, 5, 20, 7, 0, -3, 2, -7, 1.1
57	COc1c(C(=O)N2CCCC2)ccc2ccccc12
    19, -1, 6, 2, 3, -3, 4, 6, 1.1
58	O=C1N(Cc2ccc3c(c2)OCO3)c2ccccc2C1(O)c1c[nH]c2ccccc12 (stereo not given)
    10, -17, 8, -1, 3, -7, 4, 2, 1
59	O=C(NCc1ccc2c(c1)OCO2)c1ccc(CS(=O)(=O)c2ccc(Br)cc2)o1
    13, 11, 6, -2, 5, -1, 1, -6, 1
60	CN(c1ccccc1)S(=O)(=O)c1ccc(C(=O)OCC(=O)N2CCOCC2)cc1
    14, 0, 8, 12, 8, -1, -8, 2, 1

Some of these compounds in order of their number in FXIa inh mix, highest first.
| cpd | Compound | AP ELISA ortho | MKP-1 inh | FXIa inh mix | FXIIa mix inh | Cdc25B block | MMP-13 inhibitor | JNK3 blocker | A340 absorber |
| --- | --- | --- | --- | --- | --- | --- | --- | --- | --- |
| 56 | CCOC(=O)C1(O)CSc2nc3sc(C(=O)O)c(C)c3c(=O)n21 (stereo not given) | 11 | 5 | 20 | 7 | 0 | 2 | -7 | 1.1 |
| 55 | CCc1cc(C(=O)OC)c(NC(=O)c2cc(Br)cs2)s1 | 4 | 0 | 9 | -14 | -3 | -9 | -10 | 1.1 |
| 59 | O=C(NCc1ccc2c(c1)OCO2)c1ccc(CS(=O)(=O)c2ccc(Br)cc2)o1 | 13 | 11 | 6 | -2 | 5 | 1 | -6 | 1 |

Individual results from the list:
no. 52 – FXIIa mix inh: 15
no. 54 – A340 absorber: 1.1
no. 58 – MKP-1 inh: -17

Other compounds
Each structure is followed by: AP ELISA ortho, MKP-1 inh, FXIa inh mix, FXIIa mix inh, Cdc25B block, Hsp90 inh, MMP-13 inhibitor, JNK3 blocker, A340 absorber
61	CCCS(=O)(=O)N1CCCC(C(=O)NC(C)c2ccc3c(c2)OCCO3)C1 (stereo not given)
    6, -12, -8, 5, 1, 3, 5, -9, 0.98
62	CC(O)c1ccc2c(c1)OCCOCCN(C)CCOCCO2 (stereo not given)
    11, 12, 5, -16, -16, 2, 0, 1, 1
63	COc1ccc2nc3sc(C(=O)N4CCN(C)CC4)cc3cc2c1
    11, -9, 3, -4, -8, 0, -17, -4, 1
64	Cc1ccc(C(=O)Nc2nccs2)cc1S(=O)(=O)N1CCCCC1
    25, -4, 1, 0, 10, -3, 4, 0, 1
65	Cc1cc(=O)[nH]c(SCC2COC3(CCCCC3)O2)n1 (stereo not given)
    13, 0, 6, -13, -5, -1, 6, -8, 1.1
